S3 lipid droplet = qHTS Assay for Lipid Storage Modulators in Drosophila S3 Cells | Potency in µM for hits, for the others lipid storage change, negative = inhibition, % at the top dose, mostly 46.1 µM | Drosophila S3 cells, BODIPY lipid droplet fluorescence, 18-24 h; cells fed with added oleic acid | hit rate 0.64% among 320,000; active means well fitted inhibition curve with a large enough effect in the signal ratio, with a control signal flat, not every such curve was filed as active; inconclusive means small, poorly fitted or top-dose-only effect, or effect the other way, or a change in a side signal; the % refers to the signal ratio
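Laser-scanning cytometry quantifies lipid droplet accumulation (500–530 nm total intensity; droplet/cell object ratio) in oleic acid-fed (400 uM added) Drosophila S3 cells treated with a concentration series. 20 uM Triacsin C defined 100% inhibition.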
S3 lipid droplet cell count max = further read-out of S3 lipid droplet, marked with its call; cell number change, %; measured here: cell count max response;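 cells counted by Cell Tracker Red CMTPX staining in the red channel; peak over a dose series mostly up to 46.1 µM; percent activity relative to internal control wells on each plate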
* marks the source's active call; other numbers are inactive results; i = inactive; ? = inconclusive; nt = not tested or not shown; [ ] = remark or other dose. On the % scale 0 is the no-effect control and ±100 the full control effect; potency means the concentration at half of the fitted maximal effect. These rows are one share of the data; the hit share may differ from the screen's.

SMILES	S3 lipid droplet	S3 lipid droplet cell count max
Cn1c(C2CC(=O)N(Cc3ccccc3)C2)nc2ccccc21 (stereo not given)	?	nt
Cc1ccc(S(=O)(=O)N2CCN(CC(=O)Nc3ccc([N+](=O)[O-])cc3)CC2)cc1C	?	nt
O=C(CSc1n[nH]c(=O)[nH]c1=O)c1cccc([N+](=O)[O-])c1	?	nt
Cc1ccc(S(=O)(=O)N(CC(=O)NCCSC2CCCCC2)c2ccccc2F)cc1	-1.5%	-4.1
Cc1ccc2cc(/C=N/Nc3ccc(C(=O)O)cc3)c(Cl)nc2c1	?	nt
C=C(C)CNC(=S)N/N=C(\C)c1ccc(-n2ccnc2)cc1	?	nt
O=C(Nc1ccccc1-c1ccccc1)c1cccc(C(F)(F)F)c1	6.7%	-5.1
O=C(/C=C/c1ccc(F)cc1)Nc1cc(S(=O)(=O)N2CCOCC2)ccc1N1CCCC1	24.6%	-1.7
Cc1ccc(CNC(=O)[C@H](Cc2ccccc2)NC(=O)c2ccco2)cc1	11.7%	9.5
Cc1cc(C)n2nc(C(=O)N(C)c3c(N)n(Cc4ccccc4)c(=O)[nH]c3=O)nc2n1	?	nt
CCC1NC(C(=O)O)Cc2c1[nH]c1ccccc21 (stereo not given)	?	nt
CCOC(=O)c1ccccc1NC(=O)COC(=O)CCNS(=O)(=O)c1cccs1	?	nt
COc1ccc(C2C(C(C)=O)=C(O)C(=O)N2C)c(OC)c1 (stereo not given)	?	nt
CN(c1ccccc1)S(=O)(=O)c1cccc(C(=O)OCC(=O)Nc2ccc3[nH]c(=O)[nH]c3c2)c1	22.9%	23.0
CCC(=O)Oc1ccc(-c2cnc3ccccc3n2)cc1	-10.4%	-0.5
CCOc1ccc(OCCOc2cccc(C(F)(F)F)c2)cc1	15.0%	-24.7
COC(=O)c1ccc(N2NC(=O)/C(=C/c3ccc(OC)c(OC)c3)C2=O)cc1	8.3%	7.0
COCCn1c(C)cc(C(=O)CSc2nc3ccccc3c(=O)n2Cc2ccco2)c1C	?	nt
COc1nsnc1NS(=O)(=O)c1ccc(NC(=S)NC(=O)c2ccncc2)cc1	12.8%	-0.4
Cc1ccc2c(c1)N(CC(=O)NCC1CCCO1)C(=O)C(C(C)C)O2 (stereo not given)	?	nt
CC(C)CN(C(=O)CC(C)c1ccccc1)c1c(N)n(Cc2ccccc2)c(=O)[nH]c1=O (stereo not given)	?	nt
Cc1ccc(NC(=O)Cn2c3ccc(F)cc3c3nc4n(c(=O)c32)CCS4)cc1F	10.5%	nt
CCCn1c(=O)c(C(=O)NCc2ccc(OC)c(OC)c2)c(O)c2ccccc21	?	nt
CCCCn1c(SCC(=O)Nc2cc(C)on2)nc2cc(S(N)(=O)=O)ccc21	?	nt
COc1ccccc1/C=N\Nc1cc(C)nc(-n2nc(C)cc2C)n1	?	nt
Cc1cccc(C)c1NC(=O)c1ccc2c(c1)CCN2S(C)(=O)=O	?	nt
CCn1c(NC(=O)C(C)C)c2ccccc2nc1=O	?	nt
Cc1cc(OCCOCCNC(C)C)cc(C)c1Cl	?	nt
CCOC(=O)c1cnc(SC2CCc3ccccc3C2=O)nc1N (stereo not given)	?	nt
O=C1N(c2ccccc2)C[C@@H]2C[C@@H](c3cccs3)N3CCC[C@@]123	0.7%	-15.9
O=S(=O)(NCc1ccccc1)c1ccc(F)cc1Br	?	nt
Cc1cc(C(=O)OCC(=O)Nc2c(Cl)cccc2C(F)(F)F)c(C)o1	?	nt
Cc1ccsc1C(=O)N[C@@H](C)c1nnc2ccccn12	i	-1.4
COc1cc(NC(=O)c2ccccc2)c(OC)cc1NC(=O)CN1C(=O)NC2(CCCCC2C)C1=O (stereo not given)	?	nt
Cc1ccccc1NC(=O)C1C2CCCCC21 (stereo not given)	-27.0%	-17.1
CCC(C)[C@H](NC(=O)[C@@H]1CSC2c3ccccc3C(=O)N21)C(=O)NC1CCCC1 (stereo not given in full)	i	-3.1

16 of the compounds above, in markdown:
| molecule | S3 lipid droplet | S3 lipid droplet cell count max |
| --- | --- | --- |
| COCCn1c(C)cc(C(=O)CSc2nc3ccccc3c(=O)n2Cc2ccco2)c1C | ? | nt |
| COc1nsnc1NS(=O)(=O)c1ccc(NC(=S)NC(=O)c2ccncc2)cc1 | 12.8% | -0.4 |
| Cc1ccc2c(c1)N(CC(=O)NCC1CCCO1)C(=O)C(C(C)C)O2 (stereo not given) | ? | nt |
| CC(C)CN(C(=O)CC(C)c1ccccc1)c1c(N)n(Cc2ccccc2)c(=O)[nH]c1=O (stereo not given) | ? | nt |
| Cc1ccc(NC(=O)Cn2c3ccc(F)cc3c3nc4n(c(=O)c32)CCS4)cc1F | 10.5% | nt |
| CCCn1c(=O)c(C(=O)NCc2ccc(OC)c(OC)c2)c(O)c2ccccc21 | ? | nt |
| CCCCn1c(SCC(=O)Nc2cc(C)on2)nc2cc(S(N)(=O)=O)ccc21 | ? | nt |
| COc1ccccc1/C=N\Nc1cc(C)nc(-n2nc(C)cc2C)n1 | ? | nt |
| Cc1cccc(C)c1NC(=O)c1ccc2c(c1)CCN2S(C)(=O)=O | ? | nt |
| CCn1c(NC(=O)C(C)C)c2ccccc2nc1=O | ? | nt |
| Cc1cc(OCCOCCNC(C)C)cc(C)c1Cl | ? | nt |
| CCOC(=O)c1cnc(SC2CCc3ccccc3C2=O)nc1N (stereo not given) | ? | nt |
| O=C1N(c2ccccc2)C[C@@H]2C[C@@H](c3cccs3)N3CCC[C@@]123 | 0.7% | -15.9 |
| O=S(=O)(NCc1ccccc1)c1ccc(F)cc1Br | ? | nt |
| Cc1cc(C(=O)OCC(=O)Nc2c(Cl)cccc2C(F)(F)F)c(C)o1 | ? | nt |
| Cc1ccsc1C(=O)N[C@@H](C)c1nnc2ccccn12 | i | -1.4 |

Further entries follow:
SMILES	S3 lipid droplet	S3 lipid droplet cell count max
Cn1cnnc1SCC(=O)Nc1ccc(F)cc1	4.2%	17.1
CCCn1c(CN2CCCCC2C)nc2c1c(=O)n(C)c(=O)n2C (stereo not given)	?	nt
Cc1[nH]ncc1N=Cc1ccc([N+](=O)[O-])cc1	3.6%	5.5
COc1cc2c(cc1OC)C(C(=O)N1CCN(c3ccccn3)CC1)C(c1cccs1)N(C)C2=O (stereo not given)	6.2%	0.7
O=C(CCC1CCCCC1)NCc1cccnc1	i	5.2
COc1ccc2[nH]c(C)c(CCNC(=S)Nc3ccccc3OC)c2c1	-4.5%	-15.7
CCOC(=O)c1nn(-c2ccc(Cl)cc2)c2nnc(Cc3ccc(C)cc3)c(=O)n12	-5.2%	-1.0
CNC(=S)N=Nc1c(O)[nH]c2ccccc12	?	nt
COc1cc(NC(=O)Cn2cnc3sc(C)c(S(=O)(=O)N4CCN(C)CC4)c3c2=O)cc(OC)c1OC	?	nt
CC(C)(C)OC(=O)N1CCN(C(=O)c2[nH]cnc2C(=O)N[C@@H](Cc2ccccc2)C(=O)OCc2ccccc2)CC1	?	nt
COc1ccc2c(c1)[nH]c1c(=O)n(N)cnc12	8.3%	6.5
CC1(C)CC(=O)c2cc3c(N)c(C(=O)NCc4ccccc4)sc3nc2C1	?	nt
COc1ccc(NC(=O)CSc2nnc(-c3cccs3)n2-c2ccccc2)cc1	?	nt
CCN1CCN(c2ccc(S(=O)(=O)N3CCCCC3)cc2NC(=O)Cc2ccccc2F)CC1	?	nt
O=S(=O)(NCc1csc(-c2cccs2)n1)c1ccc(Cl)cc1	5.7%	8.9
CC(NC(=O)c1cccs1)C(S)c1ccccc1 (stereo not given)	-24.3%	-11.6
O=C(COc1cccc(F)c1)N[C@@H](Cc1ccccc1)c1nc2ccccc2[nH]1	13.8%	-8.9
CCOc1ccccc1NC(=O)NC1(C(=O)N2CCOCC2)CCCCC1	10.7%	-0.9
CCCCc1nc(NCCNC(=O)c2ccccc2)c(C#N)c2c1CSC(C)(C)C2	?	nt
CC(=O)Nc1ccc(C(=O)NNC(=O)c2cccs2)cc1	-0.3%	-6.8
O=C(CS(=O)(=O)c1c[nH]c2ccccc12)Nc1ccc(F)cc1	-0.1%	1.0
Cc1nn(Cc2ccccc2)c(C)c1N	1.8%	30.7
Cc1ccc(SCC(=O)NC(C)(C)C)cc1	?	nt
COc1ccc(/C=C/C(=O)N(Cc2ccccc2)c2ccccn2)cc1OC	?	nt
COCCOC(=O)C1=C(C)NC(=O)NC1c1c(Cl)nc2c(C)cccn2c1=O (stereo not given)	?	nt
CCOc1ccc(C(=O)NC(=S)Nc2ccc(N3CCC(C)CC3)cc2)cc1[N+](=O)[O-]	0.3%	-14.6
Cc1ccc(Cl)cc1N1CCN(C(=O)CCCn2c(=O)c3cccn3c3cccnc32)CC1	?	nt
Cc1ccc(NC(=O)NN(C)c2c(Cl)c(Cl)nn2C)cc1	?	nt
CC1CCN(C(=O)c2ccc(Br)c(S(=O)(=O)N3CCOCC3)c2)CC1	?	nt
NS(=O)(=O)c1ccc(CNC(=O)Cc2ccc(S(=O)(=O)N3CCOCC3)s2)cc1	15.3%	7.9
Nn1c(SCC(=O)NCCc2ccc(F)cc2)nnc1C1CCCCC1	?	nt
COc1cc(C(C)=O)ccc1Oc1cc(NN2CCCCC2)c([N+](=O)[O-])cc1[N+](=O)[O-]	-16.5%	-9.9
COc1cccc(-c2nnc3sc(-c4cccs4)nn23)c1	?	nt
Cc1ccnc(NC(=O)c2ccc(Br)s2)c1	1.2%	12.2
O=C(N/N=C/c1ccccn1)c1cc(-c2ccccc2)nc2ccccc12	?	nt
S=c1[nH]nc(-c2ccncc2)n1CC1CCCO1 (stereo not given)	-3.0%	8.0
CCNC(=O)N1CCNC(=O)C1CC(=O)Nc1ccc(C(=O)OCC)cc1 (stereo not given)	?	nt
Cc1ccc(N2CC(C(=O)N/N=C/c3sccc3C)CC2=O)cc1 (stereo not given)	?	nt
CC(C)(C)c1ccc(OC(=O)CN2C(=O)C3C4CCC(C4)C3C2=O)cc1 (stereo not given)	?	nt
O=c1cc2oc3cc(O)c(O)cc3c(-c3ccccc3O)c-2cc1O	?	nt
CC(=O)Nc1ccc(S(=O)(=O)Nc2ccc(-c3ccc4nnc(C)n4n3)cc2)cc1	?	nt
COc1cccc(NC(=O)CN(C)C(=O)c2ccc(COc3ccccc3)o2)c1	?	nt
CN(CC(=O)Nc1ccccc1C(F)(F)F)C(=O)c1cccc(-n2cccc2)c1	6.2%[0.0737 µM]	nt
Cc1ccc2c(c1)nc(NCCO)n2C	?	nt
CCn1cnc2c1c(=O)n(CC(=O)Nc1cc(C)on1)c(=O)n2Cc1ccccc1	?	nt
O=C(c1ccccc1[N+](=O)[O-])N1CCc2ccccc2C1	14.0%	12.4
O=c1[nH]c2ccc(NC(=S)NCc3ccccc3)cc2[nH]1	i	nt
CS(=O)(=O)N(CC(=O)N1CCOCC1)c1ccccc1	?	nt
CCOc1cc(/C=C2\NC(=S)N(C)C2=O)ccc1OCc1ccc(C(=O)O)cc1	i	18.9
COc1ccc(N2CCOCC2)c(NC(=O)c2cccc3ccccc23)c1	-11.0%	-14.2
CCc1cccc(N=c2c([N+](=O)[O-])nn(-c3ccc4c(c3)OCCO4)n2O)c1	?	nt
CCSc1ncc(/C=N/Nc2ccc([N+](=O)[O-])cc2)n1C	?	nt
CCOc1ccc(CCNC(=O)C2CC(=O)N(c3ccccc3OCC)C2)cc1OCC (stereo not given)	?	nt
Cc1ccc(C2=NNC(=O)C(P(=O)(c3ccccc3)c3ccccc3)C2)cc1 (stereo not given)	23.4%	21.3
CC(=O)N1N=C(c2cccc([N+](=O)[O-])c2)OC1(C)c1cccs1 (stereo not given)	i	-17.1
COc1ccc(N2CCN(C(c3cccs3)C(C)NC(=O)c3ccc4c(c3)OCO4)CC2)cc1 (stereo not given)	?	nt
CN(c1ccc(OCC(=O)Nc2nc(-c3ccccc3)cs2)cc1)S(=O)(=O)c1ccc(F)cc1	?	nt
O=C(CN1CCCc2ccccc21)Nc1ccccc1[N+](=O)[O-]	13.2%	13.4
COc1ccc(OC)c(NC2=NC3(CCCCC3)N=C(N)N2)c1	?	nt
O=C(CSc1nc2ccccc2c(=O)n1-c1ccccc1)NCc1ccc2c(c1)OCO2	?	nt

Next results
SMILES	S3 lipid droplet	S3 lipid droplet cell count max
O=C(NC(=S)Nc1ccccn1)c1ccco1	19.2%	1.1
CC(C)(C)CC(C)(C)NC(=O)/C=C/C(=O)O	-8.9%	0.6
C/C(=N\Nc1nc(C)cc(C)n1)c1ccc(N2CCOCC2)cc1	?	nt
COc1ccc(C(=S)N2CCN(C)CC2)cc1	?	nt
O=C(O)CC(CC(=O)Nc1ccc2ccccc2n1)c1ccccc1 (stereo not given)	-0.5%	17.7
COC(=O)c1ccc(NC(=O)CN(Cc2ccc(Cl)cc2)S(C)(=O)=O)cc1	?	nt
CC(C)[C@H](NC(=O)OCc1ccccc1)C(=O)NC(C=O)Cc1ccccc1 (stereo not given in full)	3.7%	nt
COc1cc(CSc2nc(-c3ccccc3)cc(=O)[nH]2)cc(OC)c1	?	nt
COC(=O)Cn1cc(C(=O)C(F)(F)F)c2ccccc21	4.0%	3.8
CCOC(=O)c1c(NC(=O)COc2cccc3c2CCN(Cc2ccc(F)cc2)C3=O)sc2c1CCC2	?	nt
Cc1ccc(-c2onc3ccc(Cl)cc23)cc1	?	nt
COc1ccc(CN(C)C(=O)c2cc(-c3ccc(OC)c(OC)c3)nc3ccccc23)c(OC)c1	?	nt
O=C(c1ccc(Br)cc1)N1CCC(C(=O)N2CCN(Cc3ccccc3)CC2)CC1	i	-18.2
Cc1nnc(N(C(=O)c2cnccn2)c2ccccc2)s1	?	nt
Cc1noc(C(=O)Nc2c(C)n(C)n(-c3ccccc3)c2=O)c1Cl	0.5%	8.2
Cc1ccccc1C1c2[nH]c3ccccc3c2CCN1CCCn1cccn1 (stereo not given)	-21.3%	-10.8
